# Pf growth 48h = inhibits P. falciparum growth in the first generation, 48 h. P. falciparum luciferase growth in erythrocytes, 48 h. Potency, µM (top dose mostly 28.7 µM), without a hit: top-dose activity change, negative = inhibition, actives largely listed as inhibitors. 310,000 tested, 5.9% active. AID 504832; note: potency is the fitted concentration of half-maximal effect; % is set by controls: 0 for no effect and ±100 for the full control effect
#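 Luminescence readout; reporter = integrated firefly luciferase in P. falciparum. RBC culture at 2% hematocrit, 0.1% parasitemia final, 37 C/5% CO2; decreased signal taken as growth inhibition.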
# Cycloheximide cs = affects cycloheximide protein synthesis inhibition readout, counter-screen; cell reporter, cycloheximide protein synthesis inhibition counterscreen; max response, %; 300,000 tested, 12% active; in the data active = max response mostly above about 13%, no sharp cut-off; inactive = mostly below about 14%; note: read at 38.3 µM for the half of the compounds with a filed dose; 0% is about no effect
# AMA1-RON2 inh = disrupts binding of P. falciparum AMA1 to RON2; AlphaScreen AMA1-biotinylated RON2 peptide binding; Potency, µM (titrated, usually from 58.2 µM), without a hit: at the highest dose activity change, negative = inhibition, most hits filed as inhibitors; 360,000 tested, 0.2% active; AID 720542;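 note: potency is the fitted concentration of half-maximal effect; 0% = vehicle wells and -100% = peptide control; nearly all actives have a fitted effect of over 45% in size; some results filed as inactive show a strong effect at the top dose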
#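 AMA1 (3D7) with his tag at 25 nM final met compounds first, then biotinylated RON2 peptide at 25 nM; detection used donor plus acceptor beads, 10 µg/mL apiece, read by AlphaScreen after 30 min at room temperature.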
# Tb PYK inh = blocks Trypanosoma brucei pyruvate kinase; Q57TT1; TbPYK enzyme, Kinase-Glo Plus ATP luminescence, 45 min; Potency, µM (top dose mostly 76.8 µM), inactives show at the top dose activity, negative = inhibition, most hits filed as inhibitors; 410,000 tested, 0.12% active; note: potency is the fitted concentration of half-maximal effect; % is set by controls: 0 for no effect and ±100 for the full control effect; nearly all actives have a fitted effect of over 50% in size
#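 Quantitative HTS: titrated library compounds versus trypanosomal pyruvate kinase in TEA buffer (pH 7.2) containing KCl, MgCl2, BSA and Tween-20. Reactions were initiated with ADP, 130 uM final. Kinase-Glo Plus luminescence was read after 45 min at RT.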
# Pf growth 96h = inhibits malaria parasite growth, 96 h. P. falciparum luciferase reporter growth, 96 h. Potency, µM (top dose mostly 28.7 µM), for the others: at the highest dose activity change, negative = inhibition, actives largely listed as inhibitors. 320,000 tested, 6.9% active. AID 504834; note: potency is the fitted concentration of half-maximal effect; % is set by controls: 0 for no effect and ±100 for the full control effect
#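 P. falciparum expressing integrated firefly luciferase grown in erythrocytes (2% hematocrit, 0.05% parasitemia final) with compounds for 96 hours at 37 C, 5% CO2. Growth inhibition read as loss of luminescence after adding luciferase detection reagent.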
# LmPK inh = LmPK (Leishmania mexicana) enzyme inhibition. Q27686. purified LmPK, Kinase-Glo ATP luminescence, 1 h. Potency, µM (highest dose often 57.5 µM), for inactives: at the highest dose activity change, negative = inhibition, actives largely listed as inhibitors. 290,000 tested, 0.37% active. AID 1721; note: potency is the fitted concentration of half-maximal effect; % is set by controls: 0 for no effect and ±100 for the full control effect
# Target sequence (Q27686 whole entry, looked up): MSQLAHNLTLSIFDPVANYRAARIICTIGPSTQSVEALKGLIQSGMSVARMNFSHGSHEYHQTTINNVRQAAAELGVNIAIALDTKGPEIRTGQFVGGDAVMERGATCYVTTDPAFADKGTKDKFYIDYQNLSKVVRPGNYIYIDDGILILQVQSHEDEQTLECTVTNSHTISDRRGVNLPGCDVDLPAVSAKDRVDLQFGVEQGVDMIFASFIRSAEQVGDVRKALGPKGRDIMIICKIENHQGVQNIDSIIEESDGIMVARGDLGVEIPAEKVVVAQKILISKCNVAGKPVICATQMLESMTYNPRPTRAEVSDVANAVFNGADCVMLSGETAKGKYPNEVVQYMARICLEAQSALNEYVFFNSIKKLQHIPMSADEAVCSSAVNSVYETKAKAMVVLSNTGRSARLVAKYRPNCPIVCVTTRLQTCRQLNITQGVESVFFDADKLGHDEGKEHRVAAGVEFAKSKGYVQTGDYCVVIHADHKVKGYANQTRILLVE
#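 Screened at intermediate enzyme activity to detect both inhibitors and activators: LmPK at 0.1 nM, with a 0.5 nM enzyme column as activation reference. PEP 0.5 mM, ADP 0.1 mM; ATP detected by luminescence after 1 h.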
# Shiga inhibitor = blocks Shiga toxin action in Vero cells; Vero cells, Shiga toxin protein synthesis inhibition reporter; inhibition, % at 38.7 µM; 290,000 tested, 9.2% active; AID 2315; in the data active = inhibition mostly above about 28%, no sharp cut-off; inactive = mostly below about 43%; note: 0% is about no effect
# Active calls of the source: *; ? = inconclusive; / = no result given; & = joins results of further samples; [ ] = another dose, or the depositor's remark. Unless noted, calls come from the whole dose curve; as a rule, active = well fitted curve in the direction sought with a large enough effect; inconclusive = small, poorly fitted or top-dose-only effect, or another doubt; inactive = no such curve, though single readings can be large; an effect the other way counts as inactive or inconclusive.
molecule	Pf growth 48h	Cycloheximide cs	AMA1-RON2 inh	Tb PYK inh	Pf growth 96h	LmPK inh	Shiga inhibitor
Cc1nnc2c(Oc3ccccc3)nc3ccccc3n12	8%	-3	29%	-2%	44%[activator]	2%	-15
N#Cc1c(NC(=O)CSc2nnc(-c3ccco3)n2-c2ccccc2)sc2c1CCC2	23%	-4	-3%	-4%	/	1%	-2
CCN(C(=O)COC(=O)CSc1cc(C)c2ccccc2n1)c1ccccc1	46%[activator]	/	-6%	4%	34%[activator]	/	/
COc1ccc(C(=O)C(OC(=O)CNC(=O)c2ccco2)c2ccccc2)cc1 (configuration not stated)	49%[activator]	14	-3%	1%	-18%	5%	-15
Clc1ccccc1-c1nc2ccccc2c2nncn12	-8%	-2	?	0%	/	-5%	-8
COc1cccc(NC(=O)c2cc(CN3C(=O)c4ccccc4C3=O)ccc2OC)c1	21%	-3	-6%	-3%	-28%	3%	-10
C/C(=N\NC(=S)NCc1ccccc1)c1ccc(Cl)s1	?	0	0%	-18%	?	-1%	9
NC(=O)CC(NC(=O)Cc1cccc2ccccc12)c1ccc(NC2CCC2)c([N+](=O)[O-])c1 (configuration not stated)	-3%	-2	-11%	-1%	29%	1%	-7
COc1cc(OC)cc(C(=O)NNC(=O)c2cc(=O)[nH]c3ccccc23)c1	6%	/	8%	2%	30%[activator]	/	/
Cc1c(NC(=O)/C(C#N)=C/c2ccc(-c3ccc(Cl)cc3)o2)c(=O)n(-c2ccccc2)n1C	11%	5	-23%	-7%	2%	2%	-5
COC(=O)CSc1nnc(-c2ccco2)n1-c1ccc(C)cc1	40%[activator]	-2	3%	-5%	-13%	-5%	-1
Cc1cc(C)n2c3c(c(C#N)c2n1)CC(C)(C)OC3	-28%	6	-7%	1%	-1%	-1%	-12

# Complete entries, quoted from the list. Values in the order: Pf growth 48h | Cycloheximide cs | AMA1-RON2 inh | Tb PYK inh | Pf growth 96h | LmPK inh | Shiga inhibitor
# Shown for Cc1cc(C)n2c3c(c(C#N)c2n1)CC(C)(C)OC3 : -28% | 6 | -7% | 1% | -1% | -1% | -12
# Shown for COC(=O)CSc1nnc(-c2ccco2)n1-c1ccc(C)cc1 : 40%[activator] | -2 | 3% | -5% | -13% | -5% | -1
# Shown for CCN(C(=O)COC(=O)CSc1cc(C)c2ccccc2n1)c1ccccc1 : 46%[activator] | / | -6% | 4% | 34%[activator] | / | /

# New compounds follow.
molecule	Pf growth 48h	Cycloheximide cs	AMA1-RON2 inh	Tb PYK inh	Pf growth 96h	LmPK inh	Shiga inhibitor
CCOC(=O)C(NC(C)=O)(Nc1ccc(S(=O)(=O)Nc2cc(C)nc(C)n2)cc1)C(F)(F)F (configuration not stated)	6%	-1	-3%	3%	?	1%	12
COc1ccc(NC(=O)C2OC3OC(C)(C)OC3C3OC(C)(C)OC23)cc1 (configuration not stated)	-7%	1	19%	2%	-2%	7%	-7
NC(=O)c1nsc(C(=O)N(CC(=O)NCc2ccc3c(c2)OCO3)C2CCCCC2)c1N	-7%	9&16	7%	1%	/	2%	23&27
CCOC(=O)Cc1csc(NC(=O)CCCc2ccccc2)n1	0%	7	11%	2%	-28%	-5%	9
CC(C)c1ccc(OCC(=O)Nc2ccccc2C(=O)N2CCOCC2)cc1	-17%	-2	7%	-3%	10%	-2%	-7
COc1cccc(-c2nnc(NC(=O)c3ccc(S(=O)(=O)N4CCOCC4)cc3)o2)c1	?	-2	177%[activator]	4%	106%[activator]	4%	-16
Nc1[nH]c(=S)[nH]c(=O)c1-c1ccccc1	0%	-1	24%	2%	-6%	-6%	-9
Nc1cccc(-c2nc3ncccc3o2)c1	9%	31*	-1%	7%	15%	-1%	56*
COc1ccccc1S(=O)(=O)Nc1cc(C)nn1-c1ccc(C)cc1	2.6µM*	-3	3%	-7%	?	1%	-5
Cc1ccccc1N1C(=O)N(c2cccc(C(F)(F)F)c2)C2CS(=O)(=O)CC21 (configuration not stated)	10%	-8	11%	5%	15%[5.75 µM]	-3%	-11
N/C(=N\O)c1ccc(Cl)cc1Cl	36%[activator]	1	1%	2%	0%	-2%	-6
Cc1oc(-c2ccccc2F)nc1CS(=O)(=O)CC(=O)N1CCOCC1	5%	-8	11%	3%	9.3µM*	-1%	6

# Limited to AMA1-RON2 inh and LmPK inh, for some of the entries so far:
SMILES,AMA1-RON2 inh,LmPK inh
Nc1cccc(-c2nc3ncccc3o2)c1,-1%,-1%
Cc1nnc2c(Oc3ccccc3)nc3ccccc3n12,29%,2%
COc1cccc(-c2nnc(NC(=O)c3ccc(S(=O)(=O)N4CCOCC4)cc3)o2)c1,177%[activator],4%
Cc1c(NC(=O)/C(C#N)=C/c2ccc(-c3ccc(Cl)cc3)o2)c(=O)n(-c2ccccc2)n1C,-23%,2%
COc1ccc(C(=O)C(OC(=O)CNC(=O)c2ccco2)c2ccccc2)cc1 (configuration not stated),-3%,5%

# Continued:
molecule	Pf growth 48h	Cycloheximide cs	AMA1-RON2 inh	Tb PYK inh	Pf growth 96h	LmPK inh	Shiga inhibitor
CCCCCN(C(=O)CCC(=O)OCCOc1ccc(OCC)cc1)c1c(N)n(CCCC)c(=O)[nH]c1=O	?	/	-2%	1%	?	/	/
Cc1ccc(C=Nc2ccc(N(C)C)cc2)o1	?	24*	?	-6%	0.93µM*	?	109*
Cc1ccc(NC(=O)c2cc(N3C(=O)C=CC3=O)ccc2N2CCOCC2)cc1Cl	9%	-6	0%	0%	9%	18%	-9
Cn1c(=O)cc(Nc2ccccc2)[nH]c1=O	7%	-1	11%	3%	?	4%	/
O=C(CCSc1ccccc1)NCCN1CCOCC1	30%	11	-3%	-4%	/	-7%	11
CCOc1ccc(N(CC(=O)NC(C)(C)C)S(=O)(=O)c2c(C)noc2C)cc1	/	-1	-2%	-2%	-4%	10%	-8
CCC(NC(=O)c1ccccc1Br)c1ccccc1 (configuration not stated)	16%	-1	-3%	-5%	16%	0%	-2
O=C(N/N=C\c1ccc(F)cc1)c1cc(OCC(F)(F)F)ccc1OCC(F)(F)F	?	-3	-1%	6%	34%[activator]	-3%	-8
O=C(Nc1ccc(F)cc1)N1CCN2C(=O)c3ccccc3C12c1ccccc1 (configuration not stated)	/	-9	-4%	-19%	13µM*	-1%	-2
CCOC(=O)C1(CCCc2ccccc2)CCN(C(=O)CCCn2cncn2)CC1	?	11	-18%	-5%	-10%	4%	13
Cc1ccc(OC(=O)c2cccc(C(=O)Oc3ccc(C)cn3)n2)nc1	32%[activator]	3	/	/	29%	-4%	-10
C=C(C)CSc1[nH]c(=O)cc(C)c1C#N	50%[activator]	-3	2%	-2%	415%[activator]	10%	-9

# Compounds from the list above containing a furan ring, fused or not, in the order listed:
molecule	Pf growth 48h	Cycloheximide cs	AMA1-RON2 inh	Tb PYK inh	Pf growth 96h	LmPK inh	Shiga inhibitor
N#Cc1c(NC(=O)CSc2nnc(-c3ccco3)n2-c2ccccc2)sc2c1CCC2	23%	-4	-3%	-4%	/	1%	-2
COc1ccc(C(=O)C(OC(=O)CNC(=O)c2ccco2)c2ccccc2)cc1 (configuration not stated)	49%[activator]	14	-3%	1%	-18%	5%	-15
Cc1c(NC(=O)/C(C#N)=C/c2ccc(-c3ccc(Cl)cc3)o2)c(=O)n(-c2ccccc2)n1C	11%	5	-23%	-7%	2%	2%	-5
COC(=O)CSc1nnc(-c2ccco2)n1-c1ccc(C)cc1	40%[activator]	-2	3%	-5%	-13%	-5%	-1
Cc1ccc(C=Nc2ccc(N(C)C)cc2)o1	?	24*	?	-6%	0.93µM*	?	109*

# The listing continues.
molecule	Pf growth 48h	Cycloheximide cs	AMA1-RON2 inh	Tb PYK inh	Pf growth 96h	LmPK inh	Shiga inhibitor
Cc1cc(C)c(NC(=O)CSc2nc3ccc(N4C(=O)c5ccccc5C4=O)cc3s2)c(C)c1	1%	-6	8%	-2%	-21%	1%	-2
CC1(C)CC(=O)C2=C(C1)Nc1ccccc1N(C(=O)C1CC1)C2c1ccco1 (configuration not stated)	-17%	7	13%	-9%	50%[activator]	1%	-9
CC(=O)c1sc2nc(CSc3nncn3C)[nH]c(=O)c2c1C	20%	6	3%	0%	6%	10%	-7
CCOc1ccc(CC(=O)Nc2c(C(N)=O)oc3ccccc23)cc1OCC	?	-3	1%	-1%	12µM*	3%	-5
CN(c1ccccc1)S(=O)(=O)c1ccc(C(=O)N2CCCC2)cc1	-15%	/	5%	1%	-24%	/	/
CCn1c(=O)c(C(=O)NCc2ccccn2)c(O)c2ccccc21	-16%	0	18%	-4%	12µM*	2%	-6
CC1=C(OC(=O)c2ccccc2)C(C)(C)C(c2ccccc2)OC1=O (configuration not stated)	/	-3	-6%	3%	0%	5%	-26
COc1cccc(NC(=O)CSc2nc3c(sc4ccccc43)c(=O)n2CCCN2CCCC2)c1	10µM*	16*	23%	2%	20%	2%	39*
Cc1nc(Cl)c(C(=O)NC(=O)NCc2ccccc2)c(C)c1Cl	6%	-5	23%	-4%	13µM*	2%	6
O=C(CO)N/N=C/c1c2ccccc2cc2ccccc12	18%	-3	-2%	4%	18%	3%	26
COc1cccc(-c2cc(C(=O)NCc3ccco3)no2)c1	/	50*	-6%	-1%	?	5%	86*
CC(=O)c1ccc(NC(=S)NC2CCCC(C)C2C)cc1 (configuration not stated)	13%[5.75 µM]	17*	8%	1%	3%	4%	48*
CC(Sc1nc(-c2ccc(F)cc2)cs1)C(=O)N1c2ccccc2CC1C (configuration not stated)	?	0	-17%	2%	-11%	2%	17
COc1ccc(NS(=O)(=O)c2ccc(N3CCN(CCO)CC3)c([N+](=O)[O-])c2)cc1	-3%	1	3%	0%	-12%	0%	-10
COc1ccc(OC)c(Cc2nnc(CCC(=O)NC3CCCCC3)o2)c1	18%	25*	-1%	4%	13µM*	-1%	29*
Cc1c(NC(=O)c2ccc([N+](=O)[O-])o2)cccc1-c1nc2ncccc2o1	12µM*	1	8%	-3%	11%	-4%	9
CC(C)COc1ccc(-c2nn(-c3ccccc3)cc2C(=O)Nc2nccs2)cc1	/	0	43%[activator]	0%	?	2%	10
COc1cc2c(cc1OC)CN(C(=O)CSc1nnc3scc(-c4ccccc4)n13)CC2	?	1	0%	-20%	-16%	-1%	-4
COc1cc(C(=O)N2CCC(n3c(C)nc4cc(F)ccc43)CC2)cc(OC)c1OC	?	-3	6%	5%	-2%	5%	-10
O=C(Nc1cccc(C(F)(F)F)c1)c1cccnc1N1CCCC1	-7%	1	0%	-4%	/	1%	-9
CCN(Cc1ccccc1)C(=O)c1ccc(NC(=O)c2ccc(OC)cc2)cc1	-9%	-1	-9%	-2%	-4%	1%	1

# Screening results as filed in PubChem BioAssay.
